High-throughput results deposited in PubChem by several laboratories.
Granule exo inh = blocks lytic granule exocytosis | hit rate 0.66% among 360,000 | TALL-104 LAMP-1 surface exposure, flow cytometry; cells stimulated with thapsigargin and PMA | inhibition, % at 10 µM;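 active = inhibition above about 55%, limit read from the data; inconclusive = no clear call, values can overlap the other calls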
Vif inh = blocks HIV Vif function | inhibition, % at 7.49 µM | HEK293T cells, Vif self-association by quenched fluorescence, imaging, 24 h | hit rate 0.35% among 340,000 | AID 602346; in the data active = inhibition above about 50%, passing the limit was not always enough; inconclusive = no clear call, values can overlap the other calls; inactive = below about 31%; also: some results filed as inactive read as strong as hits
ABCB6 inh MLPCN = human ABCB6 transporter inhibition | Q9NP58 | K562-ABCB6 porphyrin accumulation, flow cytometry, 1 h; hits give low values | fluorescence ratio to DMSO, % at 10 µM | hit rate 0.19% among 360,000 | AID 602162;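 active = fluorescence ratio to DMSO below 75%, the collection mean minus 3 SD; inconclusive = too few cells collected in the well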;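 also: signal is porphyrin accumulated inside mitochondria; 100% equals median channel fluorescence of DMSO control wells; lower ratio means ABCB6 inhibition with less porphyrin fluorescence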
NOD2 RIPK2 PPI = blocks binding of human NOD2 to RIPK2; O43353; hit rate 0.38% among 360,000; CHO BLA complementation NOD2-RIPK2, CCF4 ratio; inhibition, % at 4.98 µM; AID 624267; in the data active = inhibition above about 21%;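 also: 0% = vehicle only and 100% = reference blocker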
aDG glyco up = increases alpha dystroglycan glycosylation | activation, % at 10 µM | AID 624168 | hit rate 0.22% among 360,000 | Pro5-aDG cells, alpha-DG glycosylation AlphaScreen (IIH6); 0% Pro5, 100% B10-LARGE cell signal;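 active = activation of at least 8% versus controls, or a plate z-score of at least 8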;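 also: Pro5 are CHO cells carrying HIG-tagged alpha-DG that lacks glycosylation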
ABHD5 PLIN5 PPI = blocks binding of human ABHD5 to perilipin-5 | Split G. princeps luciferase complementation, luminescence, 4 h | inhibition, % at 4 µM | hit rate 0.78% among 360,000 | Q00G26+Q8WTS1 | AID 602281;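 active = inhibition above the mean inhibition across every tested compound plus 3 SD, cut at about 22% in these data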;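 also: 0% = DMSO only wells and the 100% control is not disclosed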
Target sequence (Q00G26 whole entry, looked up): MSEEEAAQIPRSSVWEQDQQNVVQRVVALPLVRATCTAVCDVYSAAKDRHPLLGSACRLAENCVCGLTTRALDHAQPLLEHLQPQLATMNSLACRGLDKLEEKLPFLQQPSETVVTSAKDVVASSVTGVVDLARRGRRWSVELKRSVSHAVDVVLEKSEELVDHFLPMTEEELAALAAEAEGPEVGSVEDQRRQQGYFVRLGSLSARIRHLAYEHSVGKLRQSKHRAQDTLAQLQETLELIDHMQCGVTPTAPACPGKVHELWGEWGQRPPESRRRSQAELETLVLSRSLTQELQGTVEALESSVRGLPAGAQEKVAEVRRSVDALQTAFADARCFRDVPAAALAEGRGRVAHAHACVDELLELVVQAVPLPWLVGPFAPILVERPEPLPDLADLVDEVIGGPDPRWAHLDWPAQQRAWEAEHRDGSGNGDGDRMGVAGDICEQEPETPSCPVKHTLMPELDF
Target sequence (Q8WTS1 whole entry, looked up): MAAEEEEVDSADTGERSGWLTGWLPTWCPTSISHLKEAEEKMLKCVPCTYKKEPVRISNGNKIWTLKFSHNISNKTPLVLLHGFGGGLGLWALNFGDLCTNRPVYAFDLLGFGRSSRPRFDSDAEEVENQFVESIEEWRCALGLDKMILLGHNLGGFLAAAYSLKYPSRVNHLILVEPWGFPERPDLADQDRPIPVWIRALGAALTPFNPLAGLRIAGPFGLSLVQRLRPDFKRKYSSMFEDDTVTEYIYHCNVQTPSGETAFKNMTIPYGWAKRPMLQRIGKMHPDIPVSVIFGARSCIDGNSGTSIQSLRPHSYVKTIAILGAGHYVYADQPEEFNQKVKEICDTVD
MC4R barr agon = agonists of human melanocortin 4 receptor (MC4R) beta-arrestin. AID 540308. P32245. activation, % at 8.9 µM. hit rate 0.98% among 360,000. U2OS MC4R beta-arrestin complementation, luminescence; percent of melanotan II response, DMSO zero;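 active = activation above a per-plate cutoff, the mean activation of sample wells on that plate plus 3 SD, cut at about 8% in these data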
MC4R antagonist = blocks human MC4R cAMP signaling; P32245; MC4R-expressing cells, MTII-stimulated cAMP, LANCE TR-FRET; inhibition, % at 6.5 µM; hit rate 0.48% among 360,000;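 active = inhibition above its plate's cutoff, the mean of tested wells on that plate plus 3 SD, cut at about 29% in these data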;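 also: 0% = Melanotan II alone and 100% = Melanotan II plus saturating MCL0020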
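system = U2OS cells with stable human MC4R expression | also added = Melanotan II challenge after compound preincubation | dosing = one concentration, 6.5 µM nominal | incubation = compound 30 min, challenge 1 h, detection 1 h | measured by = TR-FRET with Eu-cAMP and labeled anti-cAMP, 671 nm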
TLR9-MyD88 block = inhibitors of human TLR9-MyD88 binding | CHO BLA complementation TLR9-MyD88, CCF4 FRET ratio | inhibition, % at 4.98 µM | hit rate 0.21% among 340,000 | AID 504734;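 active = inhibition above the mean over all tested compounds plus 3 SD, cut at about 21% in these data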;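 also: 0% = DMSO only wells and 100% = clavulanate BLA inhibitor control wells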
N-glyco inh = blocks N-linked glycosylation in D54 reporter cells. D54 ERlucT glycosylation luciferase reporter, 24 h; percent of 100 nM tunicamycin response. reporter increase, % at 12.5 µM. hit rate 0.23% among 360,000. AID 588692;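 active = mean luciferase reporter signal, scaled so untreated is 0 and the glycosylation-blocking control 100, at or above a set limit in every replicate; inconclusive = mean reaches the limit but not every replicate does; inactive = mean below the limit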;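 also: luciferase carries N-glycosylation sites so blocking glycosylation raises the light; 0% = median of neutral control wells and 100% = median of 100 nM tunicamycin wells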
An asterisk follows results filed as active; ? = inconclusive; · = no result given.

NOD2 RIPK2 PPI	Molecule	ABCB6 inh MLPCN	MC4R antagonist	aDG glyco up	Granule exo inh	TLR9-MyD88 block	Vif inh	ABHD5 PLIN5 PPI	N-glyco inh	MC4R barr agon
-4	C=CCn1c(C)cc(C(=O)CSc2nc3ccccc3o2)c1C	95	0	1.1	-1	1	-39	-5	-16	-1.0
-7	CC(C)(C)c1cn(-c2ccc(Cl)cc2)c(=S)[nH]1	93	6	-0.2	4	-3	6	-6	-2	-1.2
-12	COc1ccc(OCC(=O)NC(=O)c2ccccc2OC)c([N+](=O)[O-])c1	98	1	-0.1	-12	-3	10	1	2	0.0
-6	O=C(Nc1ccc(O)c2c(=O)cc(-c3ccccc3Cl)oc12)c1ccc(Cl)cc1Cl	95	11	0.4	10	4	0	1	-5	-0.7
-2	CCN1CCc2c(sc(N)c2C(N)=O)C1	97	-1	-0.3	-1	-2	?	1	2	2.1
-1	CC(C)(C)OC(=O)C[C@@H]1C/C=C\C[C@H](CC(=O)N(CCO)Cc2ccccc2)C(=O)NCCOC1=O	98	6	0.2	-2	5	-2	3	1	-1.6
-3	CCCN1C(=O)C(O)(CC(=O)c2ccc3c(c2)OCCO3)c2ccccc21 (stereo not given)	96	8	0.6	2	4	·	-2	-1	-1.2
2	O=c1cc(Cn2ccnc2)c2cc3c(cc2o1)CCC3	97	3	0.0	-2	3	-4	-2	1	-1.8
-6	COc1ccc(-n2c(SC)nc3sc4c(c3c2=O)CCN(C)C4)cc1	97	-1	0.0	-13	14	-1	0	-2	-0.7
-9	COCCCNC1=C(C#N)C(=O)NC(c2cccc([N+](=O)[O-])c2)S1 (stereo not given)	103	2	-0.2	-10	5	10	-6	1	-1.4
-8	O=C(CSc1nnc(-c2ccc(F)cc2)o1)N1CCCCC1	99	-4	-0.1	-17	-11	-16	1	-2	-1.4
4	CCOc1ccc(NC(=S)N2CCC(c3nc4ccccc4[nH]3)CC2)cc1	94	11	0.3	-2	6	-16	-5	3	-1.9
-16	CCc1ccc[n+](-c2[nH]c(=O)sc2/C=N/N=C(\[O-])CCn2c3ccccc3c3ccccc32)c1	100	-3	-0.2	-5	5	9	6	0	-1.8
1	COCCCNC(=O)C(=O)N/N=C/c1cc2c(cc1Br)OCO2	101	16	0.0	1	9	4	-2	3	-1.0
-8	COc1cc([N+](=O)[O-])ccc1NC(=O)COC(=O)C1=NN(c2ccccc2)C(=O)CC1	97	6	-0.3	4	3	-3	7	-1	0.2
9	CCCCn1nc2cc(C(=O)N(CC)c3ccc(OC)cc3)ccc2c1OCC	104	6	-0.1	-8	-13	-3	-4	5	1.2
4	COc1ccc(C2/C=C\CN(S(=O)(=O)c3cccc4cccnc34)CC(=O)N2Cc2ccc(F)cc2)cc1 (stereo not given)	91	7	0.0	-7	-5	-1	-6	0	-2.3
2	Cc1ccc(N2CCN(S(=O)(=O)c3c(C)nc4scc(C)n4c3=O)CC2)c(C)c1	96	-10	0.2	2	9	-3	-4	-1	-1.2
10	COc1cc2cnc(-c3ccccc3)c(C(=O)c3ccc(F)cc3)c2cc1OC	106	3	-0.2	-11	-13	-1	4	-3	2.9
-11	COc1ccc(/C=C/c2cccc[n+]2C)c(O)c1	88	-2	0.1	-3	7	5	5	-1	-0.1
-2	O=C1c2ccccc2C(=O)C1c1ccccc1F	100	-4	-0.1	-2	4	·	0	0	-1.8
0	Cc1nc(SCC(=O)NCc2ccc3c(c2)OCO3)c(C#N)c2c1CCCC2	100	2	-0.1	0	4	27	2	0	2.3
-14	O=S(=O)(Nc1nc(-c2sccc2Cl)cs1)c1cc(Cl)ccc1Cl	101	-3	-0.3	11	7	-2	2	3	3.9
-4	N#C/C(=C/c1cccc([N+](=O)[O-])c1)C(=O)Nc1ccccc1O	97	-3	0.0	-4	5	-4	2	9	1.6
-7	Cc1ccc(OCc2nnc(SCC(=O)Nc3ccc(N4CCOCC4)cc3)o2)cc1	96	13	0.0	-3	4	4	10	0	1.4
-2	O=C1NC[C@H](c2ccccc2)N(CCc2cccc(F)c2)C1=O	98	-3	0.3	-6	10	-5	-1	0	-3.0
-1	CC(=O)Nc1ccc(C(=O)N/C(=C/c2ccccc2)C(=O)NCc2ccco2)cc1	96	-3	-0.1	-11	5	14	2	-3	0.4
-1	CCOc1ccccc1N1C(=O)CC(Nc2ccc(N3CCOCC3)cc2)C1=O (stereo not given)	97	5	-0.4	-1	-20	-2	-14	4	-0.1
-5	Cc1cccc(N2C(=S)NC3c4ccccc4OC2(C)C3C(=O)N(C)C)c1 (stereo not given)	102	15	0.4	1	3	5	3	1	-2.2
-6	O=C(NN=C1CCCCCCC1)c1ccc2ccccc2n1	98	7	-0.3	-1	0	9	-1	0	-0.2
-5	COc1ccc(/C=C(\C#N)c2nc3ccccc3[nH]2)cc1O	105	-14	0.0	31	-5	4	-2	-2	-0.3
-9	CC(=O)Nn1c(-c2ccccc2)cc2ccccc21	99	9	-0.1	-1	7	11	-4	0	-1.9
8	c1ccc(-c2nnc(N3CCOCC3)nc2-c2ccccc2)cc1	95	13	-0.1	2	-2	7	-14	1	0.9
-7	CSCc1cc(N(C)c2ccccc2)nc(-c2ccccc2)n1	96	27	0.0	0	-9	1	-8	-4	-0.6
-2	CC(CCc1ccccc1)N1CCN(Cc2ccccc2)CC1 (stereo not given)	242	-1	0.4	0	-2	10	-2	-2	0.8
-8	O=C(c1cc(-c2ccc(F)cc2)no1)N1CCN(Cc2ccc3c(c2)OCO3)CC1	94	12	-0.1	-1	1	11	6	-3	0.5
1	CC(=O)c1c(C)[nH]c(C(=O)OCC(=O)Nc2ccc(Cl)c(S(=O)(=O)N(C)C)c2)c1C	95	6	0.4	2	-5	-6	-6	2	-1.7
4	CNC(=S)N(CCc1ccc(OC)c(OC)c1)C1CC(=O)N(c2ccccc2)C1=O (stereo not given)	99	3	-0.1	4	-9	-8	-3	2	1.4
-7	Cc1ccc(/C=N\NC(=O)Cn2c(C)nc3ccccc32)o1	93	-1	0.0	1	-3	5	-2	5	-1.4
-1	Cn1cccc1/C=N/NC(=O)C(O)c1ccccc1 (stereo not given)	95	-3	0.0	1	-3	1	-3	0	1.1
-5	COCCOC(=O)C1=C(C)N=C2SCCC(=O)N2C1c1ccc(OC(=O)c2ccco2)cc1 (stereo not given)	98	4	0.2	-6	-2	8	0	0	-2.4
-14	CC1CC(NC(=O)c2cnc3n(c2=O)CCS3)CC(C)(C)C1 (stereo not given)	90	16	-0.2	-7	2	-3	-1	-1	-0.9
-6	CC(=O)N1CCN=C1SCc1c(F)cccc1Cl	100	-4	0.1	-4	-2	-2	-2	-1	-1.2
-5	C(#Cc1ccc(C#CCN2CCCC2)cc1)CN1CCCC1	96	-2	3.6	0	-16	·	3	-3	-0.9
-7	CC(C)c1nc(N2CCN(C(=O)c3ccccc3)CC2)c(C#N)c2c1COC(C)(C)C2	92	9	0.4	0	1	7	-3	-1	2.9
-7	Cc1ccc(S(=O)(=O)N2CCCCC2)cc1C(=O)NC1CCCCC1	100	9	0.1	-6	-7	-1	-2	-1	0.9
-1	Cc1cnc(C(=O)OCC(=O)Nc2cc(S(=O)(=O)N3CCCCC3)ccc2Cl)cn1	101	3	0.2	-3	8	-1	0	-1	-1.3
-14	C=CCn1c(N2CCCCCC2)nc2c1c(=O)[nH]c(=O)n2C	100	0	-0.1	0	-10	1	-11	1	-0.5
0	Cc1ccccc1C(=O)N1CCN(c2ccc(NC(=O)c3ccc4c(c3)OCCO4)cc2)CC1	89	3	1.0	6	-6	-13	2	-12	-1.6
-11	COc1ccc(C2CC(c3ccc([N+](=O)[O-])cc3)=NN2C(C)=O)cc1 (stereo not given)	99	-3	0.8	-10	0	2	-4	0	-1.6

The listing continues.
NOD2 RIPK2 PPI	Molecule	ABCB6 inh MLPCN	MC4R antagonist	aDG glyco up	Granule exo inh	TLR9-MyD88 block	Vif inh	ABHD5 PLIN5 PPI	N-glyco inh	MC4R barr agon
1	COc1ccc(CNc2ccc([N+](=O)[O-])cc2C)cc1	94	24	0.4	3	-8	2	-7	2	-0.9
-6	O=c1c2[nH]c3ccccc3c2ncn1Cc1ccco1	87	13	0.2	-6	1	·	6	2	-2.4
-2	O=C1CC(Cc2ccccc2)C(=O)N1c1ccc(Cl)cn1 (stereo not given)	98	2	-0.3	1	-2	·	-1	2	0.6
-8	COc1ccc(NC(=O)CCC(=O)c2cccs2)c(OC)c1	99	9	-0.1	-13	-12	1	10	1	1.4
0	Cc1cc(C)c(S(=O)(=O)N2CCOC2CNC(=O)C(=O)NCCCN2CCCC2=O)c(C)c1 (stereo not given)	108	5	-0.1	-1	-5	6	-2	1	0.7
7	S=c1[nH]nc(C2CCCCC2)n1/N=C/c1ccccn1	96	8	-0.4	-3	-3	1	-10	3	-2.4

Sorted by SMILES length (lowest first): eleven of the compounds above.
NOD2 RIPK2 PPI	Molecule	ABCB6 inh MLPCN	MC4R antagonist	aDG glyco up	Granule exo inh	TLR9-MyD88 block	Vif inh	ABHD5 PLIN5 PPI	N-glyco inh	MC4R barr agon
-6	CC(=O)N1CCN=C1SCc1c(F)cccc1Cl	100	-4	0.1	-4	-2	-2	-2	-1	-1.2
-5	C(#Cc1ccc(C#CCN2CCCC2)cc1)CN1CCCC1	96	-2	3.6	0	-16	·	3	-3	-0.9
-8	COc1ccc(NC(=O)CCC(=O)c2cccs2)c(OC)c1	99	9	-0.1	-13	-12	1	10	1	1.4
1	COc1ccc(CNc2ccc([N+](=O)[O-])cc2C)cc1	94	24	0.4	3	-8	2	-7	2	-0.9
-14	C=CCn1c(N2CCCCCC2)nc2c1c(=O)[nH]c(=O)n2C	100	0	-0.1	0	-10	1	-11	1	-0.5
-7	Cc1ccc(S(=O)(=O)N2CCCCC2)cc1C(=O)NC1CCCCC1	100	9	0.1	-6	-7	-1	-2	-1	0.9
-11	COc1ccc(C2CC(c3ccc([N+](=O)[O-])cc3)=NN2C(C)=O)cc1 (stereo not given)	99	-3	0.8	-10	0	2	-4	0	-1.6
-1	Cc1cnc(C(=O)OCC(=O)Nc2cc(S(=O)(=O)N3CCCCC3)ccc2Cl)cn1	101	3	0.2	-3	8	-1	0	-1	-1.3
-7	CC(C)c1nc(N2CCN(C(=O)c3ccccc3)CC2)c(C#N)c2c1COC(C)(C)C2	92	9	0.4	0	1	7	-3	-1	2.9
0	Cc1ccccc1C(=O)N1CCN(c2ccc(NC(=O)c3ccc4c(c3)OCCO4)cc2)CC1	89	3	1.0	6	-6	-13	2	-12	-1.6
0	Cc1cc(C)c(S(=O)(=O)N2CCOC2CNC(=O)C(=O)NCCCN2CCCC2=O)c(C)c1 (stereo not given)	108	5	-0.1	-1	-5	6	-2	1	0.7

A portion of the library; the hit share may differ from the screen's.
